# 14-3-3 PPI: modulators of human 14-3-3 gamma - Raf peptide interaction. P61981. FP, 14-3-3gamma / TMR-pS259-Raf peptide binding. inhibition, % at 40 µM. 160,000 compounds, 0.19% hits. AID 422; in the data active means inhibition above about 30%;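 further: 0% = protein plus tracer without compound and 100% = blank with tracer alone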
# Target sequence (P61981 whole entry, looked up): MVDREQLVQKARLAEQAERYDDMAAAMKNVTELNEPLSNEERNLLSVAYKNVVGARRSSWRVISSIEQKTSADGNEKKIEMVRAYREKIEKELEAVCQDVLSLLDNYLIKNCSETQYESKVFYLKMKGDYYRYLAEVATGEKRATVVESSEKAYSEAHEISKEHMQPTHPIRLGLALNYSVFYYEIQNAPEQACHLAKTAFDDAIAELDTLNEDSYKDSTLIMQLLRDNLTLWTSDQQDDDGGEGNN
# An asterisk follows results filed as active; & = joins results of further samples. An excerpt; count on the stated rates, not on these rows.
SMILES,14-3-3 PPI
O=C(Nc1nc2ccc(Br)cc2s1)c1ccc(S(=O)(=O)N2CCc3ccccc32)cc1,-31
c1ccc2c3c([nH]c2c1)-c1[nH]ncc1CC3,1
O=C(CCCn1c2ccccc2c(=O)c2ccccc21)NCc1ccccc1,-6
COCCNC(=O)c1cc(-c2cccnc2)nc2ccc(S(=O)(=O)N3CCCCCC3)cc12,2
Cc1cc(C)cc(-n2cc(-c3ccc(F)cc3)[nH]c2=O)c1,-7
CCOC(=O)c1cnc2c(ccc3ccccc32)c1Nc1ccc(N2CCCC2)cc1,-26
O=C(NCCCN1CCCCCC1)c1cc(=O)n(Cc2ccc(Cl)cc2)c2ccccc12,-6
CC(=O)Nc1cccc(Oc2nnc(-c3ccc(C)cc3)c3ccccc23)c1,4
O=C(COc1ccc(-c2nnc(N3CCOCC3)c3ccccc23)cc1)N1CCCCC1,10
O=C(Cn1ncc2c(=O)oc3ccccc3c21)NCC1CCCO1 (stereo unspecified),-5
COCCCNS(=O)(=O)c1ccc2c(c1)CC(C)N2C(C)=O (stereo unspecified),0
Cc1ccc(-n2nc3c(c2NC(=O)c2cc([N+](=O)[O-])ccc2Cl)CSC3)cc1,-2
CC(=O)c1cc(-c2ccccc2)n(CCC(=O)NCc2cccs2)c1C,2
CC1CCCCN1S(=O)(=O)c1ccc(C(=O)Nc2cccc3c2C(=O)c2ccccc2C3=O)cc1 (stereo unspecified),-4
COc1ccc(-c2nnc(SCC(=O)N3CCCCC3)o2)c(OC)c1,-4
CC1=C(C(=O)OCc2ccc3c(c2)OCO3)C(c2ccc([N+](=O)[O-])cc2)NC(=O)N1 (stereo unspecified),-4
COc1ccc(-c2cc(N)n(CCC#N)n2)c(OC)c1,6
O=C(COc1ccc(Cl)cc1)N1CCN(c2ccccn2)CC1,-5
C=CCn1c(CCC(=O)O)ccc1-c1ccc(OC)cc1,-34
COc1ccc(CSc2nc(N)c3c4c(sc3n2)CCCC4)cc1,-3
COC(=O)C1=NNC2C(=O)N(c3ccc(OC)cc3)C(=O)C12 (stereo unspecified),-2
CS(=O)(=O)c1ccc(Cl)c(C(=O)O)c1,4
COc1ccc(OC)c(C2C(C(=O)Nc3cccnc3)=C(C)NC3=C2C(=O)CCC3)c1 (stereo unspecified),-9
CCOc1ccc(/C(O)=C2\C(=O)C(=O)N(c3nnc(C)s3)C2c2ccc(F)cc2)cc1 (stereo unspecified),-7
Nc1ccc(-c2nc3cc(Cc4ccc5oc(-c6ccc(N)cc6)nc5c4)ccc3o2)cc1,-8
CCc1cccc(C)c1NC(=O)C(C(C)C)N1C(=O)c2ccccc2C1=O (stereo unspecified),-7
O=C(NCCN1CCOCC1)c1cc(-c2ccco2)on1,-9
C=CCOC(=O)CCC(=O)Nc1cccc2ccccc12,-3
Cc1ccc(C)c(NC(=O)Cn2c([N+](=O)[O-])cnc2C)c1,0
Brc1ccc(-c2nn3c(-c4ccco4)nnc3s2)o1,1

# Five of the entries above in order of the 14-3-3 PPI value, descending.
SMILES,14-3-3 PPI
CS(=O)(=O)c1ccc(Cl)c(C(=O)O)c1,4
Brc1ccc(-c2nn3c(-c4ccco4)nnc3s2)o1,1
COC(=O)C1=NNC2C(=O)N(c3ccc(OC)cc3)C(=O)C12 (stereo unspecified),-2
CCOc1ccc(/C(O)=C2\C(=O)C(=O)N(c3nnc(C)s3)C2c2ccc(F)cc2)cc1 (stereo unspecified),-7
O=C(NCCN1CCOCC1)c1cc(-c2ccco2)on1,-9

# Additional structures
SMILES,14-3-3 PPI
O=C(c1cccnc1)N1C2CCC1CC(O)(c1ccc(F)cc1)C2 (stereo unspecified),6
O=C(NCCNc1ccc([N+](=O)[O-])cc1Cl)c1cccc(Br)c1,1
O=C(COC(=O)c1ccc(NC(=O)c2ccccc2Br)cc1)c1ccc(Br)cc1,1
COC(=O)c1ccccc1N1C(=O)C2C3C=CC(C3=C(C)C)C2C1=O (stereo unspecified),-1
CC(C)NC(=O)c1c[nH]c2ccc(S(=O)(=O)N(C)c3ccc(F)cc3)cc2c1=O,-9
O=C(O)CCCNC(=O)c1cccnc1Cl,-5
O=[N+]([O-])c1c(C=Nc2ccccc2F)ccc2c1OCO2,7
O=C1C2CCCN2C(c2ccccc2F)N1c1cccc(Cl)c1 (stereo unspecified),-1
O=C1C2C3C=CC(C3)C2C(=O)N1c1cccc(-c2nc3ccccc3c(=O)o2)c1 (stereo unspecified),-9
COC(=O)c1nnn(CC(=O)Nc2cccc(C)c2)c1C(=O)OC,-10

# Four of the compounds above, with each value named:
O=[N+]([O-])c1c(C=Nc2ccccc2F)ccc2c1OCO2
  14-3-3 PPI: 7
O=C1C2C3C=CC(C3)C2C(=O)N1c1cccc(-c2nc3ccccc3c(=O)o2)c1 (stereo unspecified)
  14-3-3 PPI: -9
O=C(NCCNc1ccc([N+](=O)[O-])cc1Cl)c1cccc(Br)c1
  14-3-3 PPI: 1
COC(=O)c1ccccc1N1C(=O)C2C3C=CC(C3=C(C)C)C2C1=O (stereo unspecified)
  14-3-3 PPI: -1

# Next records follow.
SMILES,14-3-3 PPI
COc1ccc(-n2c(C)nc3cc(C(=O)NCC4CCCO4)ccc32)cc1 (stereo unspecified),-87
COc1cccc2c1OC(c1cccc(Cl)c1)N1N=C(c3cccs3)CC21 (stereo unspecified),-11
Cc1nn(C)cc1CNC(=O)Nc1ccc(Br)cc1Cl,-2
Cc1noc2ccc3ccc(=O)oc3c12,-21
N/C(=N\c1nc2ccccc2o1)NC(=O)c1ccc([N+](=O)[O-])cc1,-3
CCc1ccc(OCC2c3cc(OC)c(OC)cc3CCN2C(=O)Nc2ccccc2)cc1 (stereo unspecified),-9
CCn1c(=O)c(Cc2ccccc2)c(O)c2ccccc21,0
CCCCCOc1ccc(Cl)cc1CN1CCOCC1,-3
Brc1ccc(-c2nc(-c3ccccc3)no2)o1,13&-1
Clc1ccc2nc(N3CCNCC3)nc(-c3ccccc3)c2c1,-5
CC[C@H](C)C(=O)O[C@H]1CCC=C2C=C[C@H](C)[C@H](CC[C@@H]3C[C@@H](O)CC(=O)O3)[C@H]21,-2
Cc1ccc2nc(-c3ccco3)c(Nc3ccc(C(C)C)cc3)n2c1,0
COc1ccc(OC)c(NC(=O)C2c3ccccc3C(=O)N(C)C2c2cccs2)c1 (stereo unspecified),-1
CC1CCc2c(sc(NC(=O)c3ccccc3)c2C(=O)Nc2ccccc2)C1 (stereo unspecified),1
CCOC(=O)C1=C(C)Nc2ncnn2C1c1ccc(OC(F)F)c(OCC)c1 (stereo unspecified),0
O=c1c2c3c(sc2n(Cc2cc(=O)n4ccccc4n2)c(=O)n1Cc1ccccc1)CCC3,-14
O=C(c1cc2ccccc2oc1=O)n1cc([N+](=O)[O-])cn1,9
O=C(Nc1ccc2nn(-c3ccccc3)nc2c1)c1ccc(Cl)c([N+](=O)[O-])c1,-11
COc1ccc(Cn2nnnc2C(C(C)C)N(Cc2ccco2)Cc2cccs2)cc1 (stereo unspecified),-6
N#Cc1nc(COc2ccc(Cl)cc2)oc1NCCN1CCOCC1,5
COc1cccc(C(=O)COc2ccc(N3C(=O)C4C5C=CC(C6CC56)C4C3=O)cc2)c1 (stereo unspecified),-9
CCOC(=O)CCn1cc(F)c(=O)n(Cc2ccccc2)c1=O,-6
CCCn1nnnc1SCC(=O)NCc1ccccc1,-3
c1ccc(-c2ccccc2OCCn2cncn2)cc1,-10
CC(=O)Nc1ccc(Cc2ccncc2)cc1,-4&-4
CCOC(=O)CNC(=O)CSc1ncnc2c1cnn2-c1ccc(OC)cc1,-1
CC(=O)Nc1ccc(N2C(=O)CC(N3CCCC3)C2=O)cc1 (stereo unspecified),-18
CCCCOc1ccc2nc3c(nc2c1)C(=O)c1ccccc1C3=O,-8
CCOC(=O)C1CCN(C(=O)c2ccc3c(c2)N(Cc2ccccc2C)C(=O)CS3)CC1,-2
Cn1c(=O)c2c(nc(SCC(N)=O)n2Cc2ccccc2F)n(C)c1=O,-4
Cc1ccc(-c2cc(C(F)(F)F)n3nc(C(=O)N4CCCC4)cc3n2)cc1,2
COc1cccc(OCC(O)CN(CCO)Cc2ccccc2)c1 (stereo unspecified),-2
COc1ccc(OC)c(C(=O)COC(=O)c2c(OC)cccc2OC)c1,-4
Cc1cccc(OCC(=O)NCc2ccccn2)c1,-1
CC(=O)Nc1ccc(Nc2ncnc3c2cnn3-c2cccc(C)c2)cc1,3
COc1ccc(NC(=O)c2cc(-c3ccccc3)nc3ccccc23)c(OC)c1,9
O=C(Cn1nnc2ccccc2c1=O)N1CCCc2ccccc21,-12
CSc1nc(NC(C)C)nc(N2CCOCC2)n1,-3
COc1cc(C(=O)Nc2nc3ccccc3[nH]2)cc(OC)c1OC,-4
COC(=O)C1=CNC=C(C(=O)OC)C1c1cccc(C)c1,-6
O=C(C1CCN(S(=O)(=O)c2cccs2)CC1)N1CCc2ccccc2C1,0
COc1ccccc1N1CCN(C(=O)c2cccc(N3C(=O)NC4CC3(C)Oc3ccccc34)c2)CC1 (stereo unspecified),2
COC(=O)c1[nH]c2cccc(OC)c2c1NC(=O)CCN1CC(C)CC(C)C1 (stereo unspecified),-2
O=S(=O)(Nc1nc2ccccc2nc1NCC1CCCO1)c1cccs1 (stereo unspecified),-12
O=[N+]([O-])c1ccc(Oc2ccc([N+](=O)[O-])cc2)cc1,-2
COc1ccc(NC(=O)c2oc3ccc(S(=O)(=O)N4CCCCC4)cc3c2C)cc1Cl,-10
N#CCSc1nc(NCC2CCCO2)c2ccccc2n1 (stereo unspecified),1
Cc1ccc(NC(=O)CCN2C(=O)c3ccccc3C2=O)c(Br)c1,-4
O=C1C2C(c3ccccc3F)NN(C(=O)c3cccc(Br)c3)C2C(=O)N1c1ccccc1Cl (stereo unspecified),-132
Cc1ccc(-c2c3c(=O)n(C)c(=O)n(C)c3cn2-c2cc(C)cc(C)c2)cc1,4

# Filtered by structure, those above with a furan ring, fused or not.
SMILES,14-3-3 PPI
O=C(NCCN1CCOCC1)c1cc(-c2ccco2)on1,-9
Brc1ccc(-c2nn3c(-c4ccco4)nnc3s2)o1,1
Brc1ccc(-c2nc(-c3ccccc3)no2)o1,13&-1
Cc1ccc2nc(-c3ccco3)c(Nc3ccc(C(C)C)cc3)n2c1,0
COc1ccc(Cn2nnnc2C(C(C)C)N(Cc2ccco2)Cc2cccs2)cc1 (stereo unspecified),-6
COc1ccc(NC(=O)c2oc3ccc(S(=O)(=O)N4CCCCC4)cc3c2C)cc1Cl,-10

# Continued:
SMILES,14-3-3 PPI
CCOc1ccc(-c2cc(C(=O)NCCc3ccccc3)c3ccccc3n2)cc1,-9
O=C(O)c1ccc2c(c1)NC(=O)C(CS(=O)(=O)Cc1ccccc1Cl)N2 (stereo unspecified),-23
NCCS(=O)O,-5
O=C(CCC(=O)OCc1ccc(Br)cc1)Nc1nc(-c2ccccc2)cs1,10
CCOC(=O)c1sc(NC(=O)CSc2n[nH]c(CC)n2)nc1C,-13
Cc1ccc(CCNC(=O)C2CCN(S(=O)(=O)c3cccc4nonc34)CC2)cc1,-13&-55
CCCCOC(=O)C1=C(C)NC2=C(C(=O)CCC2)C1c1cccc([N+](=O)[O-])c1 (stereo unspecified),-10
Cc1ccc(-n2c(=O)c3sccc3n(CC(=O)N3CCCCC3C)c2=O)cc1 (stereo unspecified),-4
CC1CCN(S(=O)(=O)c2ccc(Cl)cc2Br)CC1,-1
CC1=C(C(=O)OCC2CCCO2)C(c2ccccc2)NC(=O)N1 (stereo unspecified),-3
O=C(OCc1nnc(-c2ccccc2)o1)c1cc(S(=O)(=O)N2CCOCC2)c(Cl)cc1Cl,-4
Nn1c(=O)c2ccccc2n2c(SCc3ccccc3)nnc12,-8
COc1ccc(-c2cc(C(F)(F)F)nc(-n3c(C)nc4ccccc43)n2)cc1,2
Cc1ccc(C2N3CC4(C)CN2CC(C)(C3)C4=O)cc1 (stereo unspecified),1
COC(=O)C1=C(C)NC(=O)NC1c1cc(Cl)cc2c1OCOC2 (stereo unspecified),1
O=c1cc(CNCCCO)c2ccccc2[nH]1,4
COC(=O)CN(c1cc(C(F)(F)F)ccc1Cl)S(C)(=O)=O,5
CCNc1cc(Nc2ccccc2OC)c([N+](=O)[O-])c2nonc12,5
O=C(NCc1ccco1)C(=O)Nc1cccc(Cl)c1,-3
O=P(O)(O)COc1ccccc1P(=O)(c1ccccc1)c1ccccc1,-1&-17

# Ordered by length of the SMILES (low to high): some entries from above.
SMILES,14-3-3 PPI
O=C(NCc1ccco1)C(=O)Nc1cccc(Cl)c1,-3
Nn1c(=O)c2ccccc2n2c(SCc3ccccc3)nnc12,-8
Cc1ccc(C2N3CC4(C)CN2CC(C)(C3)C4=O)cc1 (stereo unspecified),1
COC(=O)CN(c1cc(C(F)(F)F)ccc1Cl)S(C)(=O)=O,5
CCNc1cc(Nc2ccccc2OC)c([N+](=O)[O-])c2nonc12,5

# (next part)
SMILES,14-3-3 PPI
Cc1ccc(-n2c(=O)c3ccccc3n(Cc3cc(=O)n4ccccc4n3)c2=O)cc1,-9
CCOc1ccc(N2C(=O)CSC2c2cccc(F)c2)cc1 (stereo unspecified),-4
COCn1c(COc2ccccc2)nc2ccccc21,-1
Cc1cc(N2CCN(C(c3ccccc3)c3ccccc3)CC2)n2ncnc2n1,0
O=C(NCC1CCCO1)c1cccc(NC(=O)c2ccco2)c1 (stereo unspecified),9
CCOc1cccc(/C(O)=C2/C(=O)C(=O)N(CCOC)C2c2ccco2)c1 (stereo unspecified),-6
CCCCNc1nc(-c2ccccc2)cc(C(F)(F)F)c1C(N)=O,3
CCOc1cc(C2NC(=O)c3c(sc4c3CCCC4)N2)ccc1O (stereo unspecified),0
Cc1c(Br)cc2nc3c(nc2c1C)C(=O)c1ccccc1-3,-7
CC(C)Cc1ccc(C(C)C(=O)Nc2nccs2)cc1 (stereo unspecified),-4
Cn1cc(CCCC(=O)NCc2ccccc2)c2ccccc21,1
Cc1cc(C)cc(NC(=O)C2CCN(S(=O)(=O)c3c(C)n[nH]c3C)CC2)c1,-4
O=C(O)C1=CC(=C(c2ccc(O)c(C(=O)O)c2)c2ccc(O)c(C(=O)O)c2)C=CC1=O,-113
COc1ccc(C2C3=C(CCCC3=O)Nc3[nH]c(=O)[nH]c(=O)c32)cc1 (stereo unspecified),8

# Bioassay records as filed in PubChem BioAssay.
